Screening data as filed in PubChem.
Yfh1-depleted yeast = enhancers of respiration in Yfh1-depleted yeast, dose response, Friedreich's ataxia, plus single-dose screen (AID 1465) | S. cerevisiae Yfh1-off respiration, WST-1 reduction, 72 h; higher fold induction means a stronger effect | fold induction at 50 µM, or EC50 in µM where a hit was titrated | 220,000 tested, 0.074% active;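 active means fold induction of absorbance versus untreated yeast above a set limit, then at least 30% activation at any dose in follow-up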;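 further: activators that raise dye reduction in frataxin-depleted yeast; strong numbers were not always called active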
PMI inhibitors = inhibitors of human PMI, primary screen, biochemical, fluorescence intensity, coupled assay (AID 1209); Mannose-6-phosphate isomerase (Homo sapiens); purified PMI enzyme, coupled fluorescence intensity; higher % means a stronger effect; inhibition, % at 20 µM, or IC50 in µM where a hit was titrated; 190,000 tested, 0.42% active;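 further: plate controls were DMSO vehicle for no effect and wells lacking substrate for full effect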
b-catenin transl = modulators of beta-catenin nuclear translocation, primary screen, imaging, HeLa cells, immunofluorescence, high-content; nuclear translocation activity, % at 5 µM; 190,000 tested, 0.3% active;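 active means nuclear translocation activity above 50% at 5 µM, with a well cell count of 50 or more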;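 further: per-cell ratio of nuclear to cytoplasmic median beta-catenin stain intensity; plate controls were DMSO negative control for no effect and GSK-3 inhibitor IX positive control for full effect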
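Read-out: Nuclear/cytoplasmic beta-catenin signal ratio, % activation | Assay system: Human HeLa cell line | Times: 24 h compound exposure at 37°C, 5% CO2 | Signal: Fluorescence imaging of beta-catenin antibody stain plus DAPI | Dosing: 5 µM primary, 0.02–20 µM confirmation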
human PMI inhibitors = human PMI inhibitors, high substrate, primary screen, biochemical, fluorescence intensity, high mannose 6-phosphate (AID 1220) | Mannose-6-phosphate isomerase (Homo sapiens) | recombinant PMI enzyme, coupled fluorescence intensity; higher % means a stronger effect | inhibition, % at 20 µM; hits with a dose series show IC50 in µM | 190,000 tested, 0.66% active
Dynein cargo inh = inhibitors of GR-EGFP nuclear translocation, primary screen, dynein cargo transport inhibitor project, imaging, high-content, 3617.4 mouse cells | z-score, hits read low | test concentration mostly 20 µM; stimulated with dexamethasone, 1 µM; active compounds read low | 220,000 tested, 0.47% active;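 active means plate z-score of nuclear minus cytoplasmic receptor signal below a set negative limit, without overly bright fluorescence or cell loss, cut at about -3.5 in these data, passing the limit was not always enough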;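 further: z-score of nuclear minus cytoplasmic ring GR-EGFP intensity difference per well; some compounds called inactive have numbers as strong as hits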
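Buffer or medium – tet-free medium with charcoal-stripped serum · Signal – automated 10x imaging of fixed Hoechst-stained cells · Also added – dexamethasone agonist, 1.0 µM final, for 30 min · Incubation – induction 48 h, compound 1 h, agonist 30 min · Read-out – GR-EGFP nuclear translocation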
MT stabilize HCS = microtubule stabilizers in HeLa cells, primary screen, imaging, high-content imaging; HeLa tubulin immunostaining HCS, 24 h; share of cells brighter than vehicle mean+2SD; % tubulin-high responders, % at 10 µM; 200,000 tested, 0.83% active;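 active means plate Z-score above 3 for both tubulin-high and condensed-nucleus cell shares, with cell loss under 80%, at 10 µM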;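 further: anti alpha tubulin signal scored within the nucleus-defined area of each cell; some results filed as inactive read as strong as hits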
Autophagy HCS = autophagy modulators in MEF cells, primary screen, imaging, high-content, MEF GFP-LC3. MEF GFP-LC3 puncta imaging; test concentration mostly 10 µM. 190,000 tested, 0.98% active. AID 463193, 2010. calls only at 10 µM (by protocol);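 active means percentage of spot-positive cells more than 3 SD above its plate mean, without a fluorescence outlier flag or 80% toxicity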;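 further: spot-positive cell cutoff set from DMSO-treated cells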
Insulin prom up = insulin promoter activators in MIN6 cells, imaging, high-content screening, mouse beta cells | MIN6 insulin promoter-GFP reporter; active compounds read high | z-score at 5 µM | 190,000 tested, 0.3% active;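 active means z-score above 3 at 5 µM with at least 500 cells counted in the well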
WT yeast gro inh = growth inhibition of WT strain, primary screen, mitochondrial fusion inhibitor project, WT and mutant strains, chemical genetic; AID 1362, 2008; mitochondrial fusion phenotypic screen; 190,000 tested, 2.1% active; inhibition, % at 10 µM; in the data active means inhibition above about 58%; tested in S. cerevisiae
WT yeast gro inh mutant strain = also measured in WT yeast gro inh; calls as there; inhibition, %; mitochondrial fusion phenotypic screen, mutant strain inhibition
Dynein cargo inh cytoplasmic EGFP = recorded beside Dynein cargo inh, whose call it bears; z-score; measured here: cytoplasmic GR-EGFP intensity; active compounds read high
Dynein cargo inh nuclear GR-EGFP = recorded beside Dynein cargo inh, whose call it bears; z-score; measured here: nuclear GR-EGFP intensity;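 lower value marks the stronger effect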
Dynein cargo inh cell count = also measured in Dynein cargo inh; calls as there; z-score; measured here: cell count per field
Insulin prom up cell count = recorded beside Insulin prom up, whose call it bears; cell count; measured here: cytotoxicity, nuclei count;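 total cells summed across four imaged fields per well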
b-catenin transl cell count 5 µM = second read-out of b-catenin transl, no call of its own (marks repeat the call); cell count; measured here: cell count, cytotoxicity flag
MT stabilize HCS Hoechst-high % = also measured in MT stabilize HCS; calls as there; % Hoechst-high responders; measured here: nuclear condensation Hoechst responders;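 share of cells brighter than vehicle mean plus two SD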
MT stabilize HCS cytotoxicity % = recorded beside MT stabilize HCS, whose call it bears; toxicity, %; measured here: cytotoxicity by cell density;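 0% = mean cell density of plate MIN control wells and 100% = no cells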
Autophagy HCS cell loss 18 h = further read-out of Autophagy HCS, marked with its call; toxicity, %; measured here: cell loss, nuclei count;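 cell loss after 18 h compound exposure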
Starred values were filed as active, the others as inactive; i = inactive; . = not tested or not shown; + = active, no number. Unless noted, no stated cut-off is given here; in the data, active means inhibition above about 50%; inactive means the rest.

SMILES	Yfh1-depleted yeast	PMI inhibitors	b-catenin transl	b-catenin transl cell count 5 µM	human PMI inhibitors	Dynein cargo inh	Dynein cargo inh cytoplasmic EGFP	Dynein cargo inh nuclear GR-EGFP	Dynein cargo inh cell count	MT stabilize HCS	MT stabilize HCS Hoechst-high %	MT stabilize HCS cytotoxicity %	Autophagy HCS	Autophagy HCS cell loss 18 h	Insulin prom up	Insulin prom up cell count	WT yeast gro inh	WT yeast gro inh mutant strain
COC(=O)CN1C2(C#N)CCCCC2CC2CCCCC21C#N (stereo unspecified)	i	-3%	-8.9	1271	-6%	-0.9	-0.35	-0.8	1.6	4.9	1.9	15	i	6	-0.59	979	4	1
C=CCNC(=S)N1CCN(CCN=CC2=C(O)CC(c3cccs3)CC2=O)CC1 (stereo unspecified)	i	-6%	.	.	-10%	-0.67	-0.38	-0.23	0.69	1.4	1.5	0.3	i	-1	0.84	794	8	-4
Cc1cc(N2CC(C(=O)NCc3cccs3)CC2=O)ccc1C(C)C (stereo unspecified)	i	3%	6.5	988	-13%	-0.57	0.089	0.098	-0.55	1.7	1.9	7.2	i	-7	1	803	2	-3
CCN(C(=O)CSc1nc2ccccc2n1CC)C1CCS(=O)(=O)C1 (stereo unspecified)	i	-8%	-0.1	1074	-11%	-0.86	0.44	0.37	-0.81	0.7	1.4	3.4	i	12	-0.14	1242	18	9
CN(C#N)c1nc(Cl)nc(Nc2cccc(Cl)c2)n1	i	1%	16	274	-12%	-1.9	0.31	-1.2	-1.7	5.7	2.6	0.5	i	24	0.43	1339	-3	7
O=C(CCC(=O)NC1CC1)Nc1nnc(C2CCCCC2)s1	i	-4%	-1.1	765	-7%	-0.43	-0.44	-0.2	-0.34	2.4	2.0	12	i	0	-1	1253	4	-12
O=C1c2cc(N3CCCC3)c([N+](=O)[O-])cc2C(=O)N1c1ccccc1	i	-4%	-5.4	515	0%	0.28	0.88	-0.14	-1.1	4.7	3.3	8.2	i	-1	-0.72	1198	5	-4
CCOc1ccc(CCNC(=O)C2CCN(C(=O)N(C)C)CC2)cc1OCC	i	-1%	-1.6	1088	7%	-1	-0.22	-0.39	1.7	1.8	4.4	8.2	i	8	0.14	1872	-12	10
COc1nc(OC)nc(N2CCC(C(=O)NCc3cccs3)CC2)n1	i	10%	.	.	7%	-0.74	-0.2	-0.098	1.1	2.9	1.8	7.3	i	6	3.5*	1243*	-16	-13
O=C(O)c1ccccc1C(=O)N(Cc1ccccc1)Cc1ccccc1	i	-2%	.	.	-3%	1.2	0.1	0.78	-1.8	1.5	1.2	8.9	i	6	-0.65	916	3	8
CCNC(=O)c1cc(Cl)ccc1OC	i	-4%	.	.	-7%	-0.32	-0.3	-0.5	-0.034	2.6	3.6	5.0	i	15	0.02	1342	1	16
Cc1nc(SCC(=O)Nc2cc(C)on2)c2c(=O)n(C)c(=O)n(C)c2n1	i	16%	-1.6	1013	6%	-0.48	-0.24	-0.24	0.29	4.2	2.5	7.0	.	.	0.89	1659	13	5
CCCN1C(=O)/C(=C\C=C2\N(CC)c3ccccc3C2(C)C)SC1=S	i	21%	0.3	1058	18%	-1.9	40	4.2	0.4	27	1.5	8.5	+	-5.3*	.	.	5	10
OC(CNC1CCCc2ccccc21)COc1ccc2ccccc2c1 (stereo unspecified)	i	4%	-0.3	595	6%	-0.82	-0.32	-0.68	0.95	2.5	3.9	7.1	i	-17	-0.13	1397	38	15
COc1[nH]c(/N=C/c2ccccc2)c(C#N)c1C#N	i	4%	0.5	924	7%	-0.18	-0.18	-0.26	0.32	1.6	1.3	4.7	i	-7	-0.31	1322	11	18
CCOC(=O)C1(CC)NC(c2ccco2)C2C(=O)N(C)C(=O)C21 (stereo unspecified)	i	-8%	-0.6	551	-11%	0.33	-0.24	0.27	-0.25	3.8	1.9	2.7	i	10	.	.	-12	9
Cc1ccc2[nH]c(=O)c(CN(Cc3ccco3)C(=O)CN3CCCC(C)C3)cc2c1 (stereo unspecified)	i	6%	-0.9	1038	8%	0.58	-0.34	0.32	1.5	2.2	1.7	2.4	i	-15	0.27	1422	4	-3
N=c1sccn1CC(=O)Nc1ccc(S(N)(=O)=O)cc1	i	.	-1.8	1143	.	-0.65	-0.15	-0.38	0.75	.	.	.	.	.	-0.19	1440	.	.
CCN1CCCc2cc(CN(CCN3CCOCC3)C(=O)Nc3ccc(C)c(C)c3)ccc21	i	14%	.	.	10%	-0.2	0.033	0.27	-0.22	2.1	1.3	7.7	i	-7	-0.32	767	7	-6
COc1ccc(C2CC3CC(c4ccccc4)N2O3)cc1 (stereo unspecified)	i	-15%	0.3	1101	-6%	-0.95	-0.27	-0.54	1.2	4.0	2.1	6.3	i	-40	0.5	1229	7	7
O=C(CN(Cc1ccccc1)C1=NCCS1)c1ccc(Cl)cc1	i	10%	-4.7	1175	7%	0.42	-0.27	0.32	0.9	6.3	1.7	10	i	-7	0.14	1425	-26	0
COc1ccc(CNC(=O)COC(=O)c2ccc(Br)cc2)cc1	i	-34%	-2.3	1010	-16%	0.12	-0.13	0.61	-0.62	6.1	2.3	6.9	i	2	0.89	1080	14	14
Cc1nnc(Nc2ccc(Cl)cc2)n(N)c1=O	i	2%	2.9	1145	1%	0.4	-0.2	0.31	-0.18	2.9	1.7	3.0	i	1	0.12	1309	4	7
Cc1cccc(NC(=S)N(CCCN2CCOCC2)C(C)c2cc3ccccc3o2)c1 (stereo unspecified)	i	7%	-0.7	976	7%	1.1	-0.18	1.5	-2.4	2.6	1.3	6.4	i	17	-0.4	1290	42	26
CSc1nc(C(=O)N2CCCC(C(=O)c3ccc(Cl)cc3)C2)cs1 (stereo unspecified)	i	10%	1.8	939	2%	0.45	-0.26	0.17	-0.32	1.8	1.4	7.7	i	-2	0.22	1447	2	-12
CCCCc1nc2sc3c(=O)n(N)cnc3c2c2c1CCC2	i	-6%	-4.0	1101	-10%	-0.82	-0.17	0.25	-0.24	4.4	2.2	6.7	i	-2	-0.17	1366	7	2
CCc1ccc(C2CC(c3ccco3)=NN2S(C)(=O)=O)cc1 (stereo unspecified)	i	4%	-0.9	1314	6%	0.19	0.53	0.21	-0.45	1.8	1.9	5.5	i	23	-0.11	1621	-2	-38
CCCOC(=O)CC1C(=O)NCCN1C(=O)OC(C)(C)C (stereo unspecified)	i	-4%	2.4	1038	-6%	1.4	0.078	0.5	-1.3	2.2	2.6	5.8	i	-1	-0.27	1451	-14	-1
COc1ccc(NS(=O)(=O)c2ccc(N3C(=O)CCC3=O)cc2)cc1	i	-3%	-14	1240	-3%	1.4	-0.18	0.88	-1.5	2.0	1.6	4.4	i	1	.	.	-10	-10
C=CCSc1nc(O)c(C2OC(=O)c3c2ccc(OC)c3OC)c(=O)n1-c1ccccc1 (stereo unspecified)	i	.	-0.3	1339	.	0.76	-0.25	0.48	-0.16	.	.	.	.	.	0.4	1058	.	.
COC(=O)CNC(=O)c1cc(-c2ccncc2)nc2c(C)c(Cl)ccc12	i	-8%	-0.7	1444	-7%	2.2	-0.29	1.4	-1.8	4.2	2.1	4.4	i	16	1.4	1558	16	1
O=C(CN1CCCC1)N1CCCc2c1c(=O)oc1ccc(OCc3ccccc3)cc21	i	11%	2.8	1397	12%	-0.41	-0.15	0.021	0.56	7.1	3.7	7.0	i	12	0.71	782	-1	12
C/C=C\C(=O)Nc1cccc(C2=NOC3(C2)C[C@H](C(N)=O)N(C(=O)/C=C/CC)C3)c1 (stereo partly specified)	i	.	-0.7	1142	.	-0.19	-0.7	-0.036	-0.48	.	.	.	.	.	0.1	894	.	.
CCCCS(=O)CC(O)COc1ccc(C(C)(C)C)cc1 (stereo unspecified)	i	4%	0.2	1164	2%	1.8	-0.14	1	-1.4	1.7	3.1	2.3	i	15	0.1	985	6	17
FC(F)(F)c1cc(-c2cccs2)nc(NCc2ccco2)n1	i	-9%	-0.5	1306	-2%	1.8	-0.23	0.94	-1.1	3.4	2.5	2.2	i	19	-0.85	1535	7	8
O=C(CSc1n[nH]c(-c2cc(Cl)ccc2Cl)n1)NCCN1C(=O)CSC1=O	i	11%	-0.7	1039	2%	-0.011	0.24	-0.15	-0.57	5.2	2.0	5.0	i	2	-0.25	1515	-21	-18
